FEN1 inh – human FEN1 inhibition. P39748. Recombinant FEN1 flap cleavage, fluorescence, 15 min. Potency, µM (top dose mostly 114 µM), for the others: at the highest dose activity change, negative = inhibition, actives largely listed as inhibitors. actives 0.35% (n = 390,000); also: nearly all actives have a fitted effect of over 65% in size
Target sequence (P39748 whole entry, looked up): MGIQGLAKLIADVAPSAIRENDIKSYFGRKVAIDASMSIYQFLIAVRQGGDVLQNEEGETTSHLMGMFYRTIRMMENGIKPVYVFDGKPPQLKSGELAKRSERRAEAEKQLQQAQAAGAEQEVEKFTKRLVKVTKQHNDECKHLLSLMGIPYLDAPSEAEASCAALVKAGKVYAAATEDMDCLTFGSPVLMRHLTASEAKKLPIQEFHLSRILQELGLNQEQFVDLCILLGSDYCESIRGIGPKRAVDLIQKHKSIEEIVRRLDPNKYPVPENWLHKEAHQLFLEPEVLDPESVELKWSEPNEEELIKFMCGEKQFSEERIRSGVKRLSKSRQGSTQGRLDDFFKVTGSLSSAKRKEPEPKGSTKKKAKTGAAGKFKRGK
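Reaction started by adding substrate (50 nM final) to 10 nM enzyme after 15 min room-temperature compound preincubation. Reads at 0 and 15 min, with data normalized and fitted to a four-parameter Hill equation.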
N370S GC mod – N370S glucocerebrosidase modulation, Gaucher chaperone candidate; P04062; N370S GC spleen homogenate, 4MU-glucoside fluorescence; Potency, µM (doses to about 59.4 µM), for inactives: top-dose activity change, negative = inhibition, usual class: inhibitors; actives 0.092% (n = 330,000); AID 2101;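 also: 0% = full enzyme activity and -100% = no enzyme basal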
TDP1 block – inhibitors of human tyrosyl-DNA phosphodiesterase TDP1 | Q9NUW8 | recombinant TDP1, AlphaScreen DNA substrate cleavage | Potency, µM (doses to about 130 µM), without a hit: at the highest dose activity change, negative = inhibition, actives largely listed as inhibitors | actives 0.28% (n = 350,000) | AID 485290; also: nearly all actives have a fitted effect of over 40% in size
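Recombinant E. coli-expressed Tdp1 (1 nM) preincubated with compound 15 min at RT, then 5'-biotin/3'-phosphotyrosine-FITC DNA substrate (15 nM) added for 5 min. AlphaScreen beads (10 ug/ml) added, 10 min RT; tyrosine-FITC cleavage read as signal loss.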
An asterisk follows results filed as active; . = not tested or not shown. Calls follow the shape of the dose curve; as a rule, active = well fitted curve in the direction sought with a large enough effect; inconclusive = small, poorly fitted or top-dose-only effect, or another doubt; inactive = no such curve, though single readings can be large; an effect the other way counts as inactive or inconclusive. Unless noted, % is scaled to controls: 0 for no effect and ±100 for the full control effect; potency is read from the fitted curve at half-maximal effect. This is a subset; count on the stated rates, not on these rows.

Each structure is followed by: FEN1 inh	TDP1 block	N370S GC mod
1: C=CC1=C(C(=O)O)N2C(=O)C(NC(=O)/C(=N\O)c3csc(N)n3)C2SC1 (centres undefined)
  .	.	-5%
2: C=CC1=C(C(=O)O)N2C(=O)[C@@H](NC(=O)C(N=O)c3csc(N)n3)[C@H]2SC1 (some centres undefined)
  .	.	2%
3: O=C1c2ccc(O)c(O)c2C(=O)c2c(O)ccc(O)c21
  .	.	5%
4: CC(O)CN(C)C (centres undefined)
  .	-1%	.
5: Cc1nc(-c2ccc(Cl)cc2)oc1COC(C)(C)C(=O)O
  .	3%	.
6: Cc1c(C(=O)NCCO)[n+](=O)c2ccccc2n1[O-]
  .	7%	.
7: Cc1cc(NS(=O)(=O)c2ccc(N)cc2)nc(C)n1
  .	2%	.
8: O=C(O)c1ccc[n+]([O-])c1
  .	5%	.
9: Cc1oc(=O)oc1CN1CCN(c2cc3c(cc2F)c(=O)c(C(=O)O)c2n3C(C)S2)CC1 (centres undefined)
  .	0%	.
10: Cc1cc(Nc2cc(N3CCN(C)CC3)nc(Sc3ccc(NC(=O)C4CC4)cc3)n2)n[nH]1
  -30%	.	.
11: COc1ccc(C(=O)NCc2ccc(OCCN(C)C)cc2)cc1OC
  4%	.	.
12: C=CC1=C(C(=O)O)N2C(=O)[C@@H](NC(=O)/C(=N\O)c3csc(N)n3)[C@H]2SC1 (stereo in doubt)
  -18%	.	.

Part of the list above, with bars between the fields:
entry | molecule | FEN1 inh | TDP1 block | N370S GC mod
3 | O=C1c2ccc(O)c(O)c2C(=O)c2c(O)ccc(O)c21 | . | . | 5%
4 | CC(O)CN(C)C (centres undefined) | . | -1% | .
5 | Cc1nc(-c2ccc(Cl)cc2)oc1COC(C)(C)C(=O)O | . | 3% | .
6 | Cc1c(C(=O)NCCO)[n+](=O)c2ccccc2n1[O-] | . | 7% | .
7 | Cc1cc(NS(=O)(=O)c2ccc(N)cc2)nc(C)n1 | . | 2% | .
8 | O=C(O)c1ccc[n+]([O-])c1 | . | 5% | .

Compounds above with a halogen, in the order listed:
Each structure is followed by: FEN1 inh	TDP1 block	N370S GC mod
5: Cc1nc(-c2ccc(Cl)cc2)oc1COC(C)(C)C(=O)O
  .	3%	.
9: Cc1oc(=O)oc1CN1CCN(c2cc3c(cc2F)c(=O)c(C(=O)O)c2n3C(C)S2)CC1 (centres undefined)
  .	0%	.
